Assay outcomes: PubChem BioAssay, Johns Hopkins Ion Channel Center
CHT allo act: human CHT allosteric activation | Q9GZV3 | CHT-expressing cells, membrane potential dye, choline EC20; hits give high values; LV-AA mutant CHT in HEK293 cells | B-score at 10 µM | actives 0.49% (n = 310,000);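 active = initial fluorescence not abnormally high and integrated response B-score, plate-corrected, over 3 SD above library mean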
Target sequence (Q9GZV3 whole entry, looked up): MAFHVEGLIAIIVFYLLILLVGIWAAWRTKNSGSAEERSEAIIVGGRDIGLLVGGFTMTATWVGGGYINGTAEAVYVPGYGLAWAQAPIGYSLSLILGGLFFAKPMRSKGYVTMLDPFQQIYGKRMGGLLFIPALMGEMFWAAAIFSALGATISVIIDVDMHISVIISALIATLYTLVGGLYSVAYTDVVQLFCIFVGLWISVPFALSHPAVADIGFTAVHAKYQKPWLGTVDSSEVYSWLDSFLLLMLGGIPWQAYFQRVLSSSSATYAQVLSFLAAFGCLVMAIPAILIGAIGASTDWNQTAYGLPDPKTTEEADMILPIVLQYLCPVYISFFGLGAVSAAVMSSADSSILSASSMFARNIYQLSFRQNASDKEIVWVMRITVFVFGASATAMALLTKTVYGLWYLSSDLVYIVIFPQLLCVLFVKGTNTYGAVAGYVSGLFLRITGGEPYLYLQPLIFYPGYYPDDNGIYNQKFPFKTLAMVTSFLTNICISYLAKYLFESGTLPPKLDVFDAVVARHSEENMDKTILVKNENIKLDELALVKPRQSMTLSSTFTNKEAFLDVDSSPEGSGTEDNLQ
CHT inh: inhibitors of human choline transporter CHT; Q9GZV3; CHT-expressing cells, membrane potential dye, choline response; hits give low values; B-score at 10 µM; actives 0.86% (n = 310,000); AID 488975;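 active = B-score over 3 SD under the library average, and starting fluorescence ratio not unusually high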;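 also: choline stimulus applied at its EC90 after an EC20 pre-addition; B-score computed on integrated fluorescence ratio after choline addition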
* = called active by the depositor; i = inactive.

The line under a structure holds: CHT allo act | CHT inh
1	CN(Cc1ccc(F)cc1)Cc1nc(-c2ccccc2)no1
    i | i
2	CC(C)N(Cc1ccccc1)C(=O)COC(=O)c1ccccc1SCC(=O)N1CCCC1
    i | i
3	CC(Sc1nnc(COc2ccc(Cl)cc2)n1-c1ccccc1)C(=O)O (stereo not given)
    i | i
4	O=C(COc1ccccc1)Nc1ccc(-c2nnc(-c3ccco3)o2)cc1
    i | i
5	CCN(CC)c1ccc(C(=O)O)cc1
    i | i
6	Cc1cccc(C)c1NC(=S)/N=C/N(C)C
    i | i
7	O=C(c1ccc(C(=O)N2CCN(c3ccccc3F)CC2)nc1)N1CCN(c2ccccc2F)CC1
    i | i
8	Cc1ccccc1OCC(=O)NN1Cc2ccccc2C1=N
    i | i
9	Cc1nc2ccc(N)cc2s1
    i | i
10	CC(C)N(Cc1nc(-c2ccccc2)no1)C(=O)c1ccc([N+](=O)[O-])cc1
    i | i
11	Oc1[nH]c2ccccc2c1N=Nc1c(F)c(F)c(C(F)(F)F)c(F)c1F
    i | i
12	O=S(=O)(c1ccccc1)N1CCN(C(=S)Nc2ccc(F)cc2)CC1
    i | i
13	CCOC(=O)CSc1cc(C)nc2ccc(OC)cc12
    i | i
14	COCCn1c(CN(C)Cc2ccccc2)nc2c1c(=O)n(C)c(=O)n2C
    i | i
15	COC(=O)C1=C(Nc2ccc(C)cc2)C=C(C)C(C(=O)OC)C1c1ccc(OC)cc1 (stereo not given)
    i | i
16	CCOC(=O)c1c(C)[nH]c(C(=O)CSc2nnnn2-c2ccc(C)cc2)c1C
    i | i
17	CC(C)(C)/C(O)=C/c1nc2cc(Cl)ccc2oc1=O
    i | i
18	CN(C)CC/C=C1/c2cc(F)ccc2Sc2ccc(Cl)cc21
    i | i
19	CC(=O)c1cccc(N(CC(=O)NC2CCCCC2)C(=O)c2csnn2)c1
    i | i
20	S=C(NCCN1CCOCC1)N/N=C/c1ccccc1
    i | i
21	COc1cc(-c2c(C#N)c(=O)[nH]c3c2c(C)nn3-c2ccccc2)ccc1O
    i | i
22	CC1=NC(=O)C(N=Nc2cccc(O)c2)N1c1ccccc1 (stereo not given)
    i | i
23	Cc1ccnc(N2CCC(C(=O)NCc3ccccc3F)CC2)n1
    i | i
24	CC(C)[C@H](NS(=O)(=O)c1ccccc1)C(=O)OCC(=O)NC(=O)c1cccn1C
    i | i
25	Cc1noc(C)c1S(=O)(=O)NCCCN1CCN(Cc2ccccc2)CC1
    i | i
26	CSCC[C@H](NC(=O)Cc1c(C)c2cc3c4c(oc3cc2oc1=O)CCCC4)C(=O)O
    i | i
27	C=CCN1C(=O)/C(=C\c2ccc(Cl)cc2)N=C1SCC(=O)NCCC
    i | i
28	CC(C)C(=O)Nc1nnc(SCC(=O)Nc2ccc3c(c2)OCO3)s1
    i | i
29	CCOc1ccc(S(=O)(=O)NCCC(=O)OCN2C(=O)c3ccccc3C2=O)cc1
    i | i
30	COc1ccc(Cc2nc3ccc(C(=O)NCC4COCCO4)cc3o2)cc1 (stereo not given)
    i | i
31	COc1ccc(-c2cc(C(=O)Nc3ccc4c(c3)OCO4)no2)cc1OC
    i | i
32	CCN(CC)c1ncnc2c1cnn2Cc1ccc(Cl)cc1
    i | i
33	COC(=O)c1ccccc1N/C=C/C(=O)c1ccc(Br)cc1
    i | i
34	CCOc1cc(/C=C2/C(=N)N3C(=NC2=O)SN=C3S(C)(=O)=O)ccc1OS(=O)(=O)c1ccccc1
    i | -5.6*
35	COCCOC(=O)C1=C(C)NC(=O)NC1c1cn(-c2ccccc2)nc1-c1cccs1 (stereo not given)
    i | i
36	Cc1ccc(Cn2c(CCC(=O)O)nc3ncccc3c2=O)cc1
    i | i
37	OCC1(CC2CCCCO2)CCN(Cc2nc3ccccc3[nH]2)CC1 (stereo not given)
    i | i
38	CC(=O)N1CCc2cc(S(=O)(=O)C(C)CC(=O)NCc3ccc(C)o3)ccc21 (stereo not given)
    i | i
39	CCCCn1c(CCC(=O)O)ccc1-c1cccs1
    i | i
40	CCc1c(C)nc2cc(-c3ccc(OC)c(OC)c3)nn2c1N1CCCC1
    i | i
41	CC(NC(=O)c1ccc(CS(C)(=O)=O)cc1)C1CC2CCC1C2 (stereo not given)
    i | i
42	CCOc1cc2nc3c4ccccc4n(C)c3nc2cc1OCC
    i | i
43	CCOC(=O)c1ccc(S(=O)(=O)N2CCN(CC(O)COc3cccc(C(C)=O)c3)CC2)cc1 (stereo not given)
    i | i
44	CCn1c(Cc2ccccc2)nnc1SCC(=O)N1CCCC1=O
    i | i
45	O=C/C=C/c1c(-c2ccccc2)cc2oc3ccccc3cc1-2
    i | i
46	Cc1ccc(C(=O)N/N=C\c2ccc([N+](=O)[O-])o2)cn1
    i | i
47	CCc1ccccc1NC(=O)CCCSc1nc2ccccc2s1
    i | i
48	CCCCn1c(N)c(N(CC(C)C)C(=O)c2cccc(S(=O)(=O)N(C)c3ccc(C)cc3)c2)c(=O)[nH]c1=O
    i | i
49	Cc1nc(NCC2CCCO2)nc2c1C(=O)CC(C)(C)C2 (stereo not given)
    i | i
50	Cc1cc(C)nc(SCc2ccc(C(=O)N/N=C/c3ccncc3)cc2)n1
    i | i
51	Cc1ccccc1NC(=S)N(CCc1c(C)[nH]c2ccc(F)cc12)Cc1ccncc1
    i | i
52	COc1cc(CCC(=O)OCC(=O)Nc2ccccc2C#N)cc(OC)c1OC
    i | i
53	CCn1c2ccccc2c2cc(NC(=O)CSc3nnc(-c4cccc(OC)c4)n3N)ccc21
    i | i
54	O=C(NNC(=O)c1cc2ccccc2cc1O)Nc1ccc(F)cc1F
    i | i
55	COc1ccccc1CC(NC(C)=O)C(=O)N1CCN(C(=O)c2cccs2)CC1 (stereo not given)
    i | i
56	CN(C)c1cc(NC(=O)CNC(C)(C)C)c2ccccc2n1
    i | i
57	O=C(Nc1ccccc1)Nc1csc2ccccc12
    i | i
58	Cc1cc(C)n2nc(C(=O)N/N=C/c3cn(C)nc3C)nc2n1
    i | i
59	CCOC(=O)/C(=N\Nc1ccccc1Cl)N1CC(C)OC(C)C1 (stereo not given)
    i | i
60	Cc1ccc(C(=O)Oc2coc(CSc3nnc(NC(=O)c4cccs4)s3)cc2=O)cc1
    i | i

(listing goes on)
The line under a structure holds: CHT allo act | CHT inh
61	Cc1ccc(S(=O)(=O)N2CCC(=O)N(C(COCc3ccc(C(F)(F)F)cc3)C(C)C)CC2)cc1 (stereo not given)
    i | i
62	COc1ccc(S(=O)(=O)N(C)c2ccc(C(=O)NCC3CCCO3)cc2)cc1OC (stereo not given)
    i | i
63	CSC1=NCCN1C(=O)C(C)Oc1ccccc1 (stereo not given)
    i | i
64	O=C(NCCCN1CCOCC1)C1CC(=O)N(c2ccccc2)C1 (stereo not given)
    i | i
65	CC1=CC(=O)C2=C(C)CC[C@@H]3[C@H](OC(=O)[C@H]3C)[C@@H]12
    i | i
66	CC(C)(C)c1ccc(C(=O)N2CCC(C(=O)NCc3ccncc3)CC2)cc1
    i | i
67	CCCCOC(=O)c1cc(=O)[nH]c2ccccc12
    i | i
68	Cc1cccnc1Nc1nc(-c2ccccc2)cs1
    i | i
69	O=C(NCC1CCCO1)c1ccc(COc2ccccc2)o1 (stereo not given)
    i | i
70	CCOP(=O)(OCC)C(NC(=O)Nc1ccc(Cl)cc1)c1ccccc1 (stereo not given)
    i | i
71	O=C(Nc1ccc2c(c1)CCC2)Nc1ccc(F)cc1F
    i | i
72	CCN(Cc1ccccc1)C(=O)c1ccccc1C
    i | i
73	O=C(N/N=C/c1c[nH]c2ccccc12)c1cccc([N+](=O)[O-])c1
    i | i
74	CCCCCOC(=O)C1[C@H]2C(=O)N(CCCOC)C[C@]23C=C[C@H]1O3 (stereo not given in full)
    i | i
75	CN(Cc1ccccc1)S(=O)(=O)c1ccc2[nH]c(=O)oc2c1
    i | i
76	Cc1cc(C)c(C(=O)NCC2CCCO2)c(C)c1C(=O)NCC1CCCO1 (stereo not given)
    i | i
77	COc1ccc(/C=C/c2ccc3cccc(O)c3n2)c(OC)c1OC
    i | i
78	O=c1c2cc(Cl)ccc2oc2nc3n(c(=O)c12)CCCS3
    i | i
79	Cn1c(=O)c2c(nc(NCCc3ccccc3)n2CC(=O)NCCc2ccccc2)n(C)c1=O
    i | i
80	O=C(C1=C[C@H](c2csc3ccccc23)C[C@H](OCc2ccc(CO)cc2)O1)N1CCCCCCC1
    i | i
81	Cc1csc(NC(=O)c2cccnc2)n1
    i | i
82	CC1Cc2cc(/C(O)=C3/C(=O)C(=O)N(CC4CCCO4)C3c3ccco3)ccc2O1 (stereo not given)
    i | i
83	O=C(CSc1nncn1-c1cccnc1)Nc1ccccc1[N+](=O)[O-]
    i | i
84	O=C(O)CC1=C(O)C(=O)N(c2ccccc2)C1c1ccccc1 (stereo not given)
    i | i
85	c1ccc(CCNc2nc(-c3cccnc3)cs2)cc1
    i | i
86	Cn1c(=O)c2c(nc(CN3CCN(Cc4ccccc4)CC3)n2CCN2CCOCC2)n(C)c1=O
    i | i
87	COc1ccc(Oc2nc3c(c(=O)n(C)c(=O)n3C)n2Cc2ccccc2)cc1
    i | i
88	Cc1ccc(OC(=O)C2CSC3(C)CCC(=O)N23)c(Br)c1 (stereo not given)
    i | i
89	COc1ccc(S(=O)(=O)NC2CCc3ccccc32)cc1OC (stereo not given)
    i | i
90	COc1ccccc1-c1nnc(NC(=O)c2ccc(S(=O)(=O)N3CCOCC3)cc2)o1
    i | i
91	C[n+]1c2n(c3ccccc31)N=C(c1cc(C(C)(C)C)c(O)c(C(C)(C)C)c1)CS2
    40* | i
92	Cc1cc(C(=O)Cn2nc(C(=O)O)c3ccccc3c2=O)c(C)n1C1CC1
    i | i
93	Nc1ccc(N2CCN(c3ccc(F)cc3)CC2)cc1
    i | i
94	Cc1cccc2c1-c1sc(C(=O)Nc3cccc([N+](=O)[O-])c3C)cc1CO2
    i | i
95	CCN(CC)S(=O)(=O)c1cc(C)c(C)cc1Br
    i | i
96	CC(C)OCCCNC(=O)CN1C(=O)/C(=C/c2ccccc2)Sc2ccccc21
    i | i
97	O=C(Nc1ccc2c(c1)nc1n2CCSC1)c1ccco1
    i | i
98	COC(=O)Nc1ccc(SCC(=O)c2ccc(Cl)cc2)cc1
    i | i
99	Cc1ccc(NC(=O)C(=O)Nc2ccccn2)cc1
    i | i
100	CC(=O)N1CC2(C)CN(C(C)=O)CC(C)(C1)C2
    i | i
101	CCN(CC)CCCNC(=O)c1ccc2c(SCC(=O)O)c3c(nc2c1)CCC3
    i | i
102	COc1ccc(Nc2nc3ccccc3nc2C)cc1
    i | i
103	COc1ccc(-n2c(C)nnc2SCC(=O)Nc2ccccc2F)cc1
    i | i
104	NC(=O)c1nn(Cc2ccccc2)c(=O)c2ccccc12
    i | i
105	O=C(N/N=C/c1ccc(Br)o1)c1cccnc1
    i | i
106	Cc1cccc(N=c2oc3cc(O)ccc3cc2C(N)=O)c1
    i | i
107	CCOc1ccc(NC(=O)CC(Cc2cc(C)cc(C)c2)C(=O)O)cc1 (stereo not given)
    i | i
108	O=C(CCn1c(=O)oc2ccccc21)Nc1nccs1
    i | i
109	COc1ccc(NS(=O)(=O)c2cccc(C(=O)N3CCCC(C)C3)c2)cc1 (stereo not given)
    i | i
110	CCOC(=O)C1CCN(C(=O)CN2C(=O)c3cccnc3Oc3ccc(C)cc32)CC1
    i | i
111	CCc1ccc(/C=N/Nc2nn[nH]n2)cc1
    i | i
112	CC(=O)C1=C(C)NC2=C(C(=O)c3ccccc32)C1c1ccccc1 (stereo not given)
    i | i
113	CCN(CC)CCNC(=O)C1c2ccccc2C(=O)N(CCOC)C1c1ccc(F)cc1 (stereo not given)
    i | i
114	CCS(=O)(=O)N1Cc2ccccc2CC1C(=O)N1CCN(c2ccccc2)CC1 (stereo not given)
    i | i
115	Cc1ccc(C(C(=O)NC2CCCCC2)N(CCCN2CCOCC2)C(=O)c2snc(C(N)=O)c2N)cc1 (stereo not given)
    i | i
116	C=CCN(C(=O)COc1ccccc1)c1nnc(-c2ccncc2)s1
    i | i
117	CCOC(=O)C1CCN(S(=O)(=O)c2ccccc2[N+](=O)[O-])CC1
    i | i
118	CCOC(=O)N1CCC(NC(=O)c2ccc3c(c2)N(C)C(=O)/C(=C/c2cccc(OC)c2)S3)CC1
    i | i
119	CCC1CCCCN1CCNC(=O)C1CCN(S(=O)(=O)c2c(C)noc2C)CC1 (stereo not given)
    i | i
120	O=C(/C=C/c1cccc(O)c1)c1ccc(N2CCOCC2)cc1
    i | i

Fetched by structure from above, seven records:
The line under a structure holds: CHT allo act | CHT inh
101	CCN(CC)CCCNC(=O)c1ccc2c(SCC(=O)O)c3c(nc2c1)CCC3
    i | i
109	COc1ccc(NS(=O)(=O)c2cccc(C(=O)N3CCCC(C)C3)c2)cc1 (stereo not given)
    i | i
107	CCOc1ccc(NC(=O)CC(Cc2cc(C)cc(C)c2)C(=O)O)cc1 (stereo not given)
    i | i
113	CCN(CC)CCNC(=O)C1c2ccccc2C(=O)N(CCOC)C1c1ccc(F)cc1 (stereo not given)
    i | i
117	CCOC(=O)C1CCN(S(=O)(=O)c2ccccc2[N+](=O)[O-])CC1
    i | i
102	COc1ccc(Nc2nc3ccccc3nc2C)cc1
    i | i
110	CCOC(=O)C1CCN(C(=O)CN2C(=O)c3cccnc3Oc3ccc(C)cc32)CC1
    i | i

More entries:
The line under a structure holds: CHT allo act | CHT inh
121	O=C(CN1CCCCC1)NNc1nc(-c2ccccc2)c2cc(Cl)ccc2n1
    i | i
122	Cc1ccc(S(=O)(=O)N2CCOCC2)cc1C(=O)Nc1ccccc1N1CCCC1
    i | i
123	O=C(c1ccccc1SCc1ccc(F)cc1)N1CCOCC1
    i | i
124	O=C(CN1C(=O)c2ccccc2C1=O)N1CCOCC1
    i | i
125	Cc1cc(C)n(-c2nnc(C)n2N)n1
    i | i
126	Cc1onc(-c2ccccc2Cl)c1C(=O)Nc1ccc(OCC(=O)N2CCOCC2)cc1
    i | i

Reformatted: entries from further up.
| No. | canonical_smiles | CHT allo act | CHT inh |
| --- | --- | --- | --- |
| 123 | O=C(c1ccccc1SCc1ccc(F)cc1)N1CCOCC1 | i | i |
| 124 | O=C(CN1C(=O)c2ccccc2C1=O)N1CCOCC1 | i | i |
